Screening data: PubChem BioAssay, several laboratories
BoNT-A LC inh2 = BoNT A light chain protease inhibition | multiplex microsphere protease substrate cleavage, flow cytometry | inhibition, % at 10 µM | 0.17% of 360,000 active | AID 588499; in the data active = inhibition above about 30%; inconclusive = no clear call, values can overlap the other calls; note: plate controls were buffer without enzyme for full effect and enzyme alone for no effect
FBA Mtb inh = inhibits M. tuberculosis FBA enzyme | purified M. tuberculosis FBA, fluorescence read-out | P9WQA3 | 2.3% of 360,000 active | inhibition, % at 1 µM | AID 588726; in the data active = inhibition above about 27%;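 note: 0% = vehicle and 100% = reference inhibitor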
Target sequence (P9WQA3 whole entry, looked up): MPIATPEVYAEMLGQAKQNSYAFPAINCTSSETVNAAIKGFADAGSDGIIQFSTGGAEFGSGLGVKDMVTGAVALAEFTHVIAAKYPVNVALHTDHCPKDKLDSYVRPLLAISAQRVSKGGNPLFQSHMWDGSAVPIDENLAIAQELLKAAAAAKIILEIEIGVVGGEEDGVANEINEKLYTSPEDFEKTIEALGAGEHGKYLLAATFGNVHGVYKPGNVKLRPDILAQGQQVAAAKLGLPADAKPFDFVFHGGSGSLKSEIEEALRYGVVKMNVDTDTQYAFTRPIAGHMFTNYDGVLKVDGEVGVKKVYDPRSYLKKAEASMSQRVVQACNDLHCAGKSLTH
PrPC TRFRET = cell surface PrPC inhibition, primary TR-FRET screen | TR-FRET read-out | inhibition, % at 13.8 µM | 0.43% of 370,000 active | AID 720596; in the data active = inhibition above about 24%; note: 0% = median of the test wells and 100% = reference compound wells
BoNT F protease = inhibitors of Botulinum neurotoxin F light chain protease; 0.22% of 360,000 active; Multiplex microsphere protease cleavage assay, flow cytometry; AID 588497; inhibition, % at 10 µM; in the data active = inhibition above about 35%, passing the limit was not always enough; inconclusive = no clear call, values can overlap the other calls; note: plate controls were buffer without enzyme for full effect and enzyme alone for no effect
FadD28 binding = blocks FadD28 binding to the bisubstrate probe. fluorescence polarization. inhibition, % at 12.5 µM. 0.22% of 360,000 active; in the data active = inhibition above about 8.5%, passing the limit was not always enough; inconclusive = no clear call, values can overlap the other calls
UGM FP inh = Mtb UDP-galactopyranose mutase inhibition; P9WIQ1; purified UGM, fluorescence polarization probe displacement; inhibition, % at 10 µM; 0.06% of 320,000 active; AID 504406; in the data active = inhibition above about 10%, passing the limit was not always enough; inconclusive = no clear call, values can overlap the other calls
Target sequence (P9WIQ1 whole entry, looked up): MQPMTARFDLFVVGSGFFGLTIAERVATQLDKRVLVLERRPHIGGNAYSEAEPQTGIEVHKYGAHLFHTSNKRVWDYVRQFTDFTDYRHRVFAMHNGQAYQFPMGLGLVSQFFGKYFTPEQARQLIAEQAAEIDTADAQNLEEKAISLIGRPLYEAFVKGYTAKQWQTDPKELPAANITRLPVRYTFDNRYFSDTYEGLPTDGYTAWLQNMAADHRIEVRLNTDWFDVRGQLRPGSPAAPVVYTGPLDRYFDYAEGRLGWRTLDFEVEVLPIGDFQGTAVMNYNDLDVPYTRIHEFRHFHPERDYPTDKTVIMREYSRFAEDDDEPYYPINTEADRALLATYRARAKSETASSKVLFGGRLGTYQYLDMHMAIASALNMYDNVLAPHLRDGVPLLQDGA
GDH-TPI inh = counter-screen for M. tuberculosis FBA inhibitors: GDH-TPI coupled enzymes. GDH-TPI coupled enzyme counterscreen, NADH absorbance. inhibition, % at 4.8 µM. 1.2% of 360,000 active;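 note: 0% = DMSO wells and 100% = wells lacking the enzyme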
CCHF vOTU inh = CCHFV vOTU protease inhibition; Pep-AMC fluorescence; inhibition, % at 11.5 µM; 0.55% of 370,000 active; AID 651958; note: 0% = vehicle wells with enzyme and 100% = no enzyme wells
BioA inh = blocks M. tuberculosis BioA enzyme activity; purified M. tuberculosis BioA enzyme, plate reader; inhibition, % at 9.99 µM; 0.096% of 360,000 active; AID 602481; in the data active = inhibition above about 40%; inconclusive = no clear call, values can overlap the other calls
Starred values were filed as active, the others as inactive; ? = inconclusive; . = no result given; & = joins results of further samples. Cut-off read from the data, not from the text of the source, unless noted: active = inhibition above about 30%; inactive = the rest.

SMILES	BoNT-A LC inh2	FBA Mtb inh	PrPC TRFRET	BoNT F protease	FadD28 binding	UGM FP inh	GDH-TPI inh	CCHF vOTU inh	BioA inh
N#C/C(=C\c1ccc(O)c(O)c1)C(=O)NCCCc1ccccc1	-1.4	-14	8	-4	4.2	1.8	9	11	-5.1
O=[N+]([O-])c1cc(-c2cnc3ccccc3n2)ccc1Oc1ccc(F)cc1	?	0	4	2	-2.7	-0.2	6	-10	.
O=S(=O)(CCN1CCN(c2ccccn2)CC1)c1ccc(F)cc1	4.0	-1	-1	?	-1.0	2.7	5	-5	0.0
CC(C)(C)OC(=O)N(CCc1ccccc1)Cc1ccccc1OCc1ccc(NC(=O)C2CCCC2)cc1	0.1	-1	-3	-3	-0.6	.	11	6	-0.6
COc1ccc(S(=O)(=O)N2CCCC2C(=O)Nc2ccc(O)cc2)cc1 (configuration not stated)	-0.5	0	7	-10	-3.1	2.0	2	8	-0.9
CN1C(=O)NC(c2ccc(O)cc2)C2=C1CN(c1cccc3ccccc13)C2=O (configuration not stated)	-1.0	-3	-9	1	-1.8	3.5	4	6	0.0
O=C(CCCN1C(=O)/C(=C/c2cccc(Br)c2)SC1=S)Nc1cccnc1	-0.2	-1	-2	-2	-2.9	-0.4	6	-2	0.5
Cc1ccccc1N1CCN(C(=O)C2CCC(=O)N(C3CCCC3)C2)CC1 (configuration not stated)	-0.6	-7	0	-3	-4.0	-0.5	-4	4	-0.6
COc1ccc(S(=O)(=O)N/N=c2\oc3c(OC)cccc3cc2S(=O)(=O)c2ccc(C)cc2)cc1OC	-0.4	0	-9	-2	-2.7	1.6	0	-10	.
Cc1ccc(S(=O)(=O)CCC(=O)OCc2ccc(Cl)cc2)cc1	-0.3	1	0	-4	-0.9	1.9	5	4	.
COc1ccc(/C=C2/SC(c3ccc(C)cc3)=NC2=O)cc1OC	1.1	-1	-13	4	-1.4	-1.3	24	8	.
Cc1cc(C(=O)CN2C(=O)C(=O)N(Cc3ccccc3)C2=O)c(C)n1-c1ccc2c(c1)OCCO2	-0.9	1	4	2	0.8	2.1	-4	-9	.
CC1(NC(=O)C2CCCCC2)CCS(=O)(=O)C1 (configuration not stated)	-0.9	-5	1	-2	-3.2	1.1	-7	1	.
O=C(Cn1c(=O)n(-c2ccc(F)cc2)c(=O)c2sccc21)c1ccccc1	-0.7	0	4	-10	-1.8	1.6	7	-15	.
O=C1C=C(c2ccccc2)C[C@@H](c2ccc(Cl)cc2)C1	0.3	7	1	6	-1.9	1.5	6	16	0.6
COc1ccc(NC(=O)CCCC(=O)OCC(F)(F)C(F)F)cc1	1.6	4	1	0	-1.9	0.4	23	13	-0.8
C=CCN1C(=O)C(Cc2ccc(OC)cc2)S/C1=N/N=C/c1ccco1 (configuration not stated)	0.5	-4	1	5	-3.7	-0.1	1	1	-0.1
O=C(COC(=O)c1ccccc1SCC(=O)N1CCCC1)Nc1ccccc1OC(F)F	-2.6	1	7	1	0.0	0.1	3	6	0.2
CCCCCC(CC(=O)NO)C(=O)NC(C(=O)N1CCCC1CO)C(C)C (configuration not stated)	0.2	5	3	0	2.5	1.0	-9	1	-2.0
CCO[C@H]1OC(C(N)=O)=C[C@@H](c2coc3ccccc3c2=O)[C@@H]1CCCO	0.0	0	-8	2	-2.0	-2.2	0	-5	0.4
COc1ccc(OC)c(S(=O)(=O)Nc2cccc3ccc(O)cc23)c1	-2.6	-2	0	-19	-4.1	4.2	15	-8	.
O=C(CCC(=O)c1cccs1)Nc1nc2ccccc2s1	0.0	1	0	9	-1.4	-1.3	4	-3	-0.1
COc1ccc(C2Nc3cc(OC)ccc3-n3cccc32)cc1 (configuration not stated)	.	9	-7	.	-0.8	3.4	34*	-48	1.6
O=C(CSc1nnc(-c2ccccc2)n1C1CCCCC1)Nc1ccc(S(=O)(=O)Nc2ccccn2)cc1	-1.0	2	-10	-7	-0.1	-0.7	2	1	0.3
Cn1cnc2nc3n(c2c1=O)CCC3	-0.3	-1	-6	2	0.5	0.2	6	2	-1.0
Continuation.
SMILES	BoNT-A LC inh2	FBA Mtb inh	PrPC TRFRET	BoNT F protease	FadD28 binding	UGM FP inh	GDH-TPI inh	CCHF vOTU inh	BioA inh
CS(=O)(=O)N(CC(=O)O)c1ccc(Oc2ccccc2)cc1	0.0	0	3	0	-2.7	1.9	-5	-4	1.8
O=S1(=O)N[C@H](Cc2ccccc2)COc2cc(N3CCC[C@H]3CO)ccc21	-0.5	.	-1	-13	.	.	.	1	.
N#Cc1c(NC(=O)C(=O)NCCCN2CCOCC2)sc2c1CCCC2	-2.0	3	-4	-4	0.5	1.7	15	5	-0.2
CC(=O)Nc1cccc(OCCOc2cccc([N+](=O)[O-])c2)c1	-0.1	1	-16	-7	-0.5	.	4	-3	.
COC(=O)C(NC(C)=O)(Nc1nc2ccc(C)cc2s1)C(F)(F)F (configuration not stated)	-1.1	4	-7	-27	0.8	0.4	4	9	-0.8
COc1ccccc1CNC(=O)C1CCN(Cc2nc(-c3cccc(Cl)c3)oc2C)CC1	-0.3	0	-7	-4	-0.1	-0.4	3	2	1.4
COc1ccc(/C=C/C(=O)OCC(=O)Nc2cccc(C(C)=O)c2)cc1	0.4	-3	-5	0	-1.8	0.7	17	-12	.
CCN(CC)Cc1c(O)c(Cl)cc2c(C)c(C)c(=O)oc12	?	.	-2	?	-0.7	-2.7	25	-310	0.1
CCCn1c(C)cc(C(=O)COC(=O)c2ccc(Cl)c(S(=O)(=O)N3CCCC3)c2)c1C	-0.6	-2	-7	-3	1.5	-2.0	2	15	-1.4
COC(=O)C1=C(c2ccc(C(C)=O)cc2)C[C@@H]2CC[C@H]1N2C(=O)NCc1ccco1	-0.7	1	3	-5	-1.2	-2.6	-4	3	11
O=C(Nc1cccc(C(F)(F)F)c1)Nc1nnc([C@@H]2C[C@H](O)[C@@H](CO)O2)s1	0.4	-3	11	1	-12	.	6	1	-0.7
CCN1CCN(C(=O)C23CCC(C)(C(=O)C2Br)C3(C)C)CC1 (configuration not stated)	-0.6	20	-2	-16	0.4	2.9	12	-12	-1.5
Cc1ccc(S(=O)(=O)N2Cc3cc(-c4cccc(F)c4)ccc3-n3nncc3C2)cc1	0.2	-4	-4	3	-2.6	.	.	-1	-3.1
COc1ccc(CC(=O)OCc2cc3ccc(C)cc3[nH]c2=O)cc1	1.7	5	0	?	-1.0	0.0	12	4	-1.3
CCN(CC)c1ncnc2c1ncn2[C@H]1CN(C2CCCC2)C[C@@H](CO)O1	-0.3	3	-6	0	-4.0	.	8	-5	-0.3
O=C(NCc1ccc2c(c1)OCO2)C(=O)NCC1OCCCN1S(=O)(=O)c1ccc(F)cc1 (configuration not stated)	-0.5	-1	5	-1	-0.2	1.4	0	2	0.0
O=[N+]([O-])c1cccc(COc2ccccc2CN2CCOCC2)c1	0.0	0	-6	-3	0.1	.	5	-6	4.4
C[C@H](CO)N1C[C@H](C)[C@@H](CN(C)S(=O)(=O)c2cccc(C#N)c2)OCc2cnnn2CCCC1=O	-0.1	8	3	2	-1.5	.	16	12	-1.4&-2.1
O=c1c(Cl)c(N2CCN(c3ccc(F)cc3)CC2)cnn1C12CC3CC(CC(C3)C1)C2	0.6	5	-8	-5	-0.2	3.3	18	-8	.
O=C(CSc1nnc(NC(=O)c2ccc(F)cc2F)s1)NC1CCCC1	-1.5	-9	0	9	-3.2	-1.0	1	7	0.5
Cc1cnn(CCC(=O)NNC(=S)Nc2cccc(Cl)c2)c1	3.3	2	8	6	-1.4	-1.0	7	-6	-4.7
O=C(c1cc2ccccc2o1)N1CCN(S(=O)(=O)c2cccs2)CC1	0.7	2	4	-2	-2.4	0.0	0	3	.
CCOC(=O)C1=C(C)NC2=C(C(=O)CCC2)C1c1ccc(O)c(OCC)c1 (configuration not stated)	-1.2	0	7	-9	-1.5	0.0	3	-4	.
O=C(Nc1cccc2cccc(NC(=O)c3ccco3)c12)c1ccco1	0.4	1	-2	-12	-1.4	0.8	22	-1	.
Cc1ccc(-n2c(O)c(C=NCC3CCCO3)c(=O)[nH]c2=O)c(C)c1 (configuration not stated)	-0.5	-1	-4	?	-3.7	-1.0	8	-12	-0.8
The listing continues:
SMILES	BoNT-A LC inh2	FBA Mtb inh	PrPC TRFRET	BoNT F protease	FadD28 binding	UGM FP inh	GDH-TPI inh	CCHF vOTU inh	BioA inh
O=C1NC(=O)C(CCc2ccncc2)(Cc2ccc([N+](=O)[O-])cc2)C(=O)N1	0.1	5	-10	0	0.5	-1.8	3	-8	.
COc1ccc(N2CC(C(=O)Nc3nc4ccccc4s3)CC2=O)cc1 (configuration not stated)	0.5	0	4	6	2.0	2.3	0	13	-1.1
CCOc1ccc(S(=O)(=O)N2CCC(C(=O)NCc3ccncc3)CC2)cc1Cl	4.4	-2	-3	4	-5.8	2.0	-8	5	-0.5
COC(=O)[C@H](CCSC)NC(=O)Cn1cc(C)c(=O)[nH]c1=O	-0.2	2	-3	1	-1.2	.	10	2	-4.1
COc1cc(C(=O)N2CCOC23CCN(Cc2ccccc2)CC3)cc(OC)c1OC	-0.2	0	-13	1	-1.0	.	4	0	-0.7
C=CCN1CC(=O)N2C(C)c3[nH]c4ccccc4c3C[C@H]2C1=O (some centres not stated)	-3.1	1	3	-21	1.5	1.9	-12	-16	-0.9
Cc1ccnc(NC(=O)c2ccc(N3C(=O)CCC3=O)cc2)c1	0.7	-1	2	-9	0.9	-3.3	7	-2	-1.3
COC(=O)c1cc(Br)c(=O)n(-c2ccc(F)cc2)c1	-0.4	-4	7	10	-0.8	0.7	1	12	-0.7
COC(=O)c1sc2ncn(CC(=O)N(C)C3CCCCC3)c(=O)c2c1C	1.8	4	-4	3	-0.6	-1.6	2	5	-1.3
CCOC(=O)c1ccc(NC(=O)c2nc[nH]c2C(=O)NCCCCNC(=O)c2[nH]cnc2C(=O)Nc2ccc(C(=O)OCC)cc2)cc1	0.1	-1	-3	7	-0.4	-2.1	3	-11	-0.5
COc1ccc(-c2cn(-c3ccc(SC(F)F)cc3)c3[n+]2CCC3)cc1OC	1.1	-1	-2	-12	-0.4	-1.1	5	11	.
CCOC(=O)c1oc2c(CN3CCN(CCO)CC3)c(O)c(CC)cc2c(=O)c1-c1nc2ccccc2s1	-0.4	4	14	-3	-1.7	2.4	12	4	.

For convenience, part of the list above:
SMILES	BoNT-A LC inh2	FBA Mtb inh	PrPC TRFRET	BoNT F protease	FadD28 binding	UGM FP inh	GDH-TPI inh	CCHF vOTU inh	BioA inh
O=C1NC(=O)C(CCc2ccncc2)(Cc2ccc([N+](=O)[O-])cc2)C(=O)N1	0.1	5	-10	0	0.5	-1.8	3	-8	.
COc1ccc(N2CC(C(=O)Nc3nc4ccccc4s3)CC2=O)cc1 (configuration not stated)	0.5	0	4	6	2.0	2.3	0	13	-1.1
CCOc1ccc(S(=O)(=O)N2CCC(C(=O)NCc3ccncc3)CC2)cc1Cl	4.4	-2	-3	4	-5.8	2.0	-8	5	-0.5
COC(=O)[C@H](CCSC)NC(=O)Cn1cc(C)c(=O)[nH]c1=O	-0.2	2	-3	1	-1.2	.	10	2	-4.1
COc1cc(C(=O)N2CCOC23CCN(Cc2ccccc2)CC3)cc(OC)c1OC	-0.2	0	-13	1	-1.0	.	4	0	-0.7
C=CCN1CC(=O)N2C(C)c3[nH]c4ccccc4c3C[C@H]2C1=O (some centres not stated)	-3.1	1	3	-21	1.5	1.9	-12	-16	-0.9
Cc1ccnc(NC(=O)c2ccc(N3C(=O)CCC3=O)cc2)c1	0.7	-1	2	-9	0.9	-3.3	7	-2	-1.3
COC(=O)c1cc(Br)c(=O)n(-c2ccc(F)cc2)c1	-0.4	-4	7	10	-0.8	0.7	1	12	-0.7
COC(=O)c1sc2ncn(CC(=O)N(C)C3CCCCC3)c(=O)c2c1C	1.8	4	-4	3	-0.6	-1.6	2	5	-1.3
CCOC(=O)c1ccc(NC(=O)c2nc[nH]c2C(=O)NCCCCNC(=O)c2[nH]cnc2C(=O)Nc2ccc(C(=O)OCC)cc2)cc1	0.1	-1	-3	7	-0.4	-2.1	3	-11	-0.5
COc1ccc(-c2cn(-c3ccc(SC(F)F)cc3)c3[n+]2CCC3)cc1OC	1.1	-1	-2	-12	-0.4	-1.1	5	11	.
CCOC(=O)c1oc2c(CN3CCN(CCO)CC3)c(O)c(CC)cc2c(=O)c1-c1nc2ccccc2s1	-0.4	4	14	-3	-1.7	2.4	12	4	.

No enrichment for hits; overall some 4.8% were active at least once.
